CHRM1 agonist: human M1 muscarinic receptor agonism; CHO-K1 hM1, Fluo-8 calcium fluorescence, agonist mode; 0% DMSO, 100% acetylcholine EC100; activation, % at 3 µM; actives 0.33% (n = 360,000);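 active = activation above the run's mean compound activation plus 3 SD, cut at about 16% in these data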;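 note: peak over basal fluorescence ratio within a 140 s kinetic read after compound addition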
TAAR1 agonist: agonists of human TAAR1; CHO RD-HGA16 TAAR1, Fluo-8 calcium fluorescence; vehicle wells 0%, saturating PEA agonist 100%; activation, % at 3 µM; Q96RJ0; actives 0.99% (n = 360,000);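 active = activation above the mean activation of all test compounds in the run plus 3 SD, cut at about 38% in these data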
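Test system: RD-HGA16 (CHO) cells co-expressing Gα16 and hTAAR1 / Benchmarks: DMSO vehicle as 0%, PEA at EC100 as 100% / Repeats: no replicates (n 1) / Measure: % activation from peak over basal fluorescence ratio, DMSO-to-PEA scaled / Timing: 17-24 h plating, Fluo-8 75 min 37 °C, 30 min RT / Technique: kinetic Fluo-8 calcium fluorescence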
CHRM5 agonist: agonists of human muscarinic M5 receptor (CHRM5) | P08912 | CHO-K1 hM5 cells, Fluo-8 calcium fluorescence; 0% DMSO wells, 100% maximal acetylcholine response | activation, % at 3 µM | actives 0.19% (n = 360,000);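 active = activation above the run's mean over test compounds plus 3 SD, cut at about 23% in these data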;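 note: signal is peak over basal fluorescence ratio across the kinetic read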
Target sequence (P08912 whole entry, looked up): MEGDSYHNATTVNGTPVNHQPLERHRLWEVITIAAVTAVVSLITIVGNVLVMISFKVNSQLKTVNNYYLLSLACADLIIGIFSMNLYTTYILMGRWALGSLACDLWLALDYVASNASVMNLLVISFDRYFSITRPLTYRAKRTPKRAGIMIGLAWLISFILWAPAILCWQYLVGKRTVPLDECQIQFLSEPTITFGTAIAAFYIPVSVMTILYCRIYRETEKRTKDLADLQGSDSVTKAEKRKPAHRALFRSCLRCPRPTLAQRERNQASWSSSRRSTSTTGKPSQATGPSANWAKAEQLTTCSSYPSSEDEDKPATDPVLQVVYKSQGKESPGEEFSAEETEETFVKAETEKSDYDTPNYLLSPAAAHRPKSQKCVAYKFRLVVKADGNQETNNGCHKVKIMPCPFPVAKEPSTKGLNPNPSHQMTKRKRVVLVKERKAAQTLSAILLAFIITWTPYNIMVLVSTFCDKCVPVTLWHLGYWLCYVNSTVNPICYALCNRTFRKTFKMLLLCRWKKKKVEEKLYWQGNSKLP
M4 ag: CHRM4 agonism in calcium assay | CHO-K1 hM4/Gqi5, Fluo-8 calcium fluorescence; vehicle 0%, full acetylcholine response 100% | activation, % at 3 µM | actives 0.14% (n = 360,000) | AID 624127;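 active = activation above the run mean over all test wells plus 3 SD, cut at about 32% in these data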;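 note: peak over basal fluorescence ratio per well then scaled between controls; 0% = DMSO wells and 100% = acetylcholine at EC100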
Target sequence (P08173 whole entry, looked up): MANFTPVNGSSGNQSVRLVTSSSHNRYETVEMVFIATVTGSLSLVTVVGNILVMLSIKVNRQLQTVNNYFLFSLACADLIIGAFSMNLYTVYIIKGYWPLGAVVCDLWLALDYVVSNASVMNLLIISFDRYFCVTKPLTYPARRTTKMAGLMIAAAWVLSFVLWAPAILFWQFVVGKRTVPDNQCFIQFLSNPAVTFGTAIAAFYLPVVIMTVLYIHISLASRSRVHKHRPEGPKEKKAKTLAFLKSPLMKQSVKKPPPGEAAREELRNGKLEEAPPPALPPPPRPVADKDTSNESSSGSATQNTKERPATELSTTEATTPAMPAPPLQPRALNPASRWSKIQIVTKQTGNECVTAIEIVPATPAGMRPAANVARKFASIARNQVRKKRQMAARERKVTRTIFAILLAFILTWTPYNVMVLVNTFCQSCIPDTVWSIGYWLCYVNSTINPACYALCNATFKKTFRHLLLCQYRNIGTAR
M5 PAM: potentiates acetylcholine response at human M5 receptor. AID 624038. P08912. activation, % at 3 µM. actives 0.3% (n = 360,000). CHO-K1 hM5, Fluo-8 calcium, ACh EC20 PAM; 0% = ACh EC20, 100% = ACh EC100;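 active = activation above the run cutoff, the mean activation of all test compounds plus 3 SD, cut at about 18% in these data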
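Test system: CHO-K1 hM5 cells / Doses: single-point, 3 µM nominal / Times: Post-acetylcholine fluorescence recording 140 s / Technique: Fluo-8 calcium fluorescence / Measure: Max/basal fluorescence ratio as % of EC20–EC100 ACh window / Benchmarks: low control EC20 acetylcholine (0%), high control EC100 acetylcholine (100%) / Replicates: one well per compound, no replicates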
M4 antag: CHRM4 antagonism in calcium assay; CHO-hM4 cells, ACh EC80, Fluo-8 calcium fluorescence; P08173; actives 0.73% (n = 360,000); inhibition, % at 3 µM;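 active = inhibition above its plate's cutoff, the mean inhibition of sample wells plus 3 SD, cut at about 27% in these data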;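 note: 0% = acetylcholine EC80 with DMSO and 100% = DMSO without agonist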
CHRM1 PAM: positive allosteric modulators of human M1 muscarinic receptor; P11229; activation, % at 3 µM; CHO-K1 hM1, Fluo-8 calcium fluorescence, ACh EC20; 0% = ACh EC20, 100% = maximal ACh; actives 0.088% (n = 360,000); AID 588819; in the data active = activation above about 19%, passing the limit was not always enough
M5 antag: CHRM5 antagonism in calcium assay. actives 0.59% (n = 360,000). CHO-hM5 cells, Fluo-8 calcium fluorescence, ACh EC80. P08912. inhibition, % at 3 µM;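 active = inhibition above a per-plate cutoff, the mean of that plate's test compounds plus 3 SD, cut at about 27% in these data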;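 note: 0% = acetylcholine EC80 with DMSO and 100% = DMSO without agonist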
CHRM1 antagonist: antagonists of human M1 muscarinic receptor; actives 1.3% (n = 360,000); AID 588852; inhibition, % at 3 µM; CHO-K1 hM1, Fluo-8 calcium fluorescence, ACh EC80 antagonist;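 active = percent inhibition above its own plate's cutoff, namely the mean of that plate's compound wells plus 3 SD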;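 note: peak over basal fluorescence ratio during 140 s after agonist addition; 0% = ACh EC80 plus DMSO and 100% = DMSO alone without agonist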
* = called active by the depositor; nt = not tested or not shown. An excerpt. The share of hits here may be higher or lower than overall.

compound,CHRM1 agonist,TAAR1 agonist,CHRM5 agonist,M4 ag,M5 PAM,M4 antag,CHRM1 PAM,M5 antag,CHRM1 antagonist
C=CCOC(=O)N1CCC2CC1c1cc(-c3ccc(OC)cc3)ccc12 (centres undefined),-4,3,1,1,-4,-1,-2,-2,1
Cc1nc(N2CCN(c3ccccc3O)CC2)c2c(-c3ccccc3)csc2n1,-3,3,-1,10,-9,16,-11,17,20
O=C(CCNS(=O)(=O)c1ccc2nsnc2c1)N1CCN(c2ccncc2)CC1,-10,9,-10,2,6,-6,-30,0,62*
COC(=O)c1ccc(N2CCC(C)CC2)c(N)c1,-7,6,1,-1,-5,-12,6,6,1
COc1ccc(-c2nc(CN3CCCC(C(=O)NC4CCCC4)C3)c(C)o2)cc1 (centres undefined),-5,1,-6,0,1,2,5,-11,-2
O=c1cc(-c2cccnc2)oc2c1ccc1ccccc12,-6,6,4,1,9,1,5,-14,-11
Cc1ccc(S(=O)(=O)N2CCCN(S(=O)(=O)c3ccc(C(F)(F)F)cc3)CC2)cc1,-2,4,0,6,-7,1,-1,-4,3
NC(=O)[C@@H]1CCCN1Cc1nc(-c2ccc(C(F)(F)F)cc2)no1,-5,2,3,13,-14,-5,-2,13,1
O=C(CN1C(=O)C2C3C=CC(C3)C2C1=O)OCC(=O)c1ccc(Cl)cc1 (centres undefined),-2,2,-1,6,-5,-13,5,1,-5
CC1c2cc3c(cc2CCN1CC(=O)Nc1ccc(S(=O)(=O)N2CCCC2)cc1)OCCCO3 (centres undefined),-13,1,-7,6,-20,23,-41,23,102*
Cn1c(=O)c(=O)n(C)c2cc(S(=O)(=O)N3CCOc4ccccc43)ccc21,-7,-2,0,1,4,5,3,11,-5
C/C(Cn1nnc([N+](=O)[O-])n1)=N\NC(=O)c1ccccc1,-2,1,1,1,-3,-3,5,-1,-24
CC1(C)NC(=O)N(CC(=O)OCC(=O)Nc2cccc(F)c2)C1=O,-5,14,-5,1,37*,-1,8,9,-4
CCN(CC)c1ccc(N2C(=NC(=O)C3CCCO3)SC3CS(=O)(=O)CC32)cc1 (centres undefined),-5,3,-10,0,-6,4,-7,5,16
COC(=O)c1ccc2ncccc2c1,-2,10,-5,1,0,3,5,3,-8

Other records:
compound,CHRM1 agonist,TAAR1 agonist,CHRM5 agonist,M4 ag,M5 PAM,M4 antag,CHRM1 PAM,M5 antag,CHRM1 antagonist
Cc1nn(CC(=O)N(C)Cc2ccc(F)cc2)c(C)c1[N+](=O)[O-],-8,0,-1,0,-2,11,4,7,-6
COc1ccc(NC2CCCN(C(=O)c3ccc4nccnc4c3)C2)cc1OC (centres undefined),-3,2,-4,0,-1,5,3,16,-7
COCCNC(=O)Cn1cnc2ccc(S(=O)(=O)N3CCC(C)CC3)cc2c1=O,-5,16,-11,2,15,-1,9,-1,-7
Cc1ccc(C(C(=O)NC(C)(C)C)N(Cc2ccco2)C(=O)Cn2nnc(-c3cccs3)n2)cc1 (centres undefined),-3,5,-1,1,0,-3,1,2,1
O=[N+]([O-])c1ccc2c(c1)C=C1CCCCC1(N1CCCCC1)O2 (centres undefined),-6,0,-4,0,3,2,3,-7,-6
CCCc1nn(C)c(C(=O)Nc2ccc3ccccc3c2)c1Cl,-7,2,-5,-1,-10,-32,-7,-10,4
COc1cccc(NC(=O)CSc2nnc(Cc3ccc(C)cc3)c(=O)n2N)c1,-4,2,-2,2,2,-1,6,8,-1
Cc1ccc(C(=O)COC(=O)c2cn(-c3ccccc3)nc2-c2ccccc2)cc1[N+](=O)[O-],-3,5,-1,1,3,4,4,1,4
COc1ccc(-c2c(C(F)(F)F)[nH]n3c(=O)cc(-c4ccccc4)nc23)cc1,-4,-1,3,0,6,-4,2,-6,-4
Cc1cc(C)c(S(=O)(=O)Nc2ccc[nH]c2=O)c(C)c1,1,4,-1,1,1,0,10,3,-27
COc1ccccc1NC(=O)COc1cccc(-n2cnnn2)c1,-6,2,3,4,-7,8,5,7,5
Cc1cccc(OCC(=O)Nc2ccc3c(c2)nc(CCN2CCC(C)CC2)n3C)c1,-13,3,-8,1,2,9,-20,7,11
CNC(=O)C(=O)NCC1OCCN1S(=O)(=O)c1ccc(OC)c(OC)c1 (centres undefined),-2,2,-1,1,-2,8,1,7,-3
Cc1sc2nc(SCCO)n(-c3ccccc3)c(=O)c2c1C,-2,1,-2,0,-2,7,0,15,8
COc1ccc(S(=O)(=O)Nc2ccc(C)cc2)cc1N(C)S(=O)(=O)c1ccc(Cl)cc1,-5,10,-3,-2,-8,4,0,13,-7

The list goes on:
compound,CHRM1 agonist,TAAR1 agonist,CHRM5 agonist,M4 ag,M5 PAM,M4 antag,CHRM1 PAM,M5 antag,CHRM1 antagonist
CCN(CC)S(=O)(=O)c1ccc(N2CCOCC2)c(NC(=O)C2CSC3(C)CCC(=O)N23)c1 (centres undefined),-3,4,-2,2,4,8,8,2,-11
CCC(=O)NCCc1nc2cc(NC(=O)c3cccs3)ccc2n1C,-3,5,-2,2,-1,-6,8,2,-9
O=C(COc1ccc(-c2nnco2)cc1)Nc1ccc(F)c(Cl)c1,1,10,4,5,8,5,-3,10,-6
CN(C)CC(c1ccccc1)c1ccccc1,-9,3,-19,0,-6,3,5,14,-15
CC1C(=O)NN=C1c1ccc([N+](=O)[O-])cc1 (centres undefined),-6,0,-3,0,-10,-3,10,7,-22
COc1ccc(S(=O)(=O)N(C)C[C@H]2Oc3ccc(NC(=O)Nc4ccc5c(c4)OCO5)cc3C(=O)N([C@H](C)CO)C[C@@H]2C)cc1,-6,7,-8,1,4,-8,7,0,-16
Cc1ccc(NC(=O)CSCC(=O)Nc2cc(S(=O)(=O)N3CCOCC3)ccc2OC(C)C)cc1,-6,7,1,0,-3,-3,18,11,-14
CCCCn1nnnc1SCC(=O)NC1CCCCC1,-1,3,-2,0,0,8,2,4,0
N#CC1(NC(=O)CSc2nc3ccccc3s2)CCCCC1,1,0,5,6,-4,-3,6,9,-3
CCOC(=O)N1CCC(N2Cc3cccc(C(=O)Nc4ccccc4OC)c3C2=O)CC1,-4,2,-4,7,-4,10,-7,5,14
O=C(NCCC1=CCCCC1)c1coc(=O)c(Br)c1,-2,62*,-9,0,4,-2,6,-1,-6
O=C(NNC(=O)c1cnccc1C(F)(F)F)c1ccccc1,1,2,2,0,-2,-6,7,3,-3
Cc1c(S(=O)(=O)Nc2ccc3c(c2)OCCO3)c(=O)n(C)c(=O)n1C,-13,0,-5,0,-20,4,-1,10,-5
O=C(NCC1CCCO1)/C(=C/c1cn(-c2ccccc2)nc1-c1cccnc1)NC(=O)c1ccccc1 (centres undefined),-3,9,4,11,-15,-6,3,7,2
CC(C)(C)OC(=O)NCCCC[C@H](NC(=O)c1[nH]cnc1C(=O)Nc1ccccc1)C(=O)OC(C)(C)C,-4,12,1,7,-3,10,-6,10,16

Further structures follow:
compound,CHRM1 agonist,TAAR1 agonist,CHRM5 agonist,M4 ag,M5 PAM,M4 antag,CHRM1 PAM,M5 antag,CHRM1 antagonist
COc1ccc(S(=O)(=O)N2CCOCC2)cc1NC(=O)Cc1c(F)cccc1Cl,-4,6,2,4,5,-10,-3,-4,8
COc1ccc(Cl)cc1C=CC=NNS(=O)(=O)c1ccc(C)cc1,-3,-2,-7,-1,-16,-4,4,10,-18
O=C(Nc1ccc2nc3n(c(=O)c2c1)CCCCC3)C(=O)N1CCN(c2ccc(F)cc2)CC1,-3,-1,0,0,4,2,0,-9,1
O=C(NN(C(=O)c1ccccc1)c1ccccc1)c1ccccc1,-2,2,-5,2,-10,-1,5,18,-5
CC(O)CNC(=O)c1ccc(-c2nn(C)c(=O)c3ccccc23)cc1 (centres undefined),-4,9,-1,1,1,-5,15,-5,-15
Cc1cccc(C)c1NC(=O)N1CCCC1C(=O)Nc1ccc(-n2cnnn2)cc1 (centres undefined),-3,0,0,1,6,0,12,-2,-15
Cc1cc(C)cc(NC(=O)CN2CCC(NC(=O)c3cccc(F)c3)CC2)c1,-6,4,-7,-1,-5,3,6,8,-6
CCOC(=O)[C@@H]1[C@H]2COc3cc(OC)ccc3[C@@H]2N2C(=O)N(c3ccccc3)C(=O)[C@@]12C,-4,3,-2,2,1,0,8,15,-3
Cc1ccccc1-c1nc(S(=O)(=O)c2ccccc2)c(NCCCN2CCOCC2)o1,-2,6,3,2,-1,0,8,0,-11
N#Cc1ccc(C(C(=O)NCc2ccccc2)n2c(=O)c(-c3ccco3)nc3ccccc32)cc1 (centres undefined),nt,1,4,3,-5,-7,nt,8,nt
O=C(Nc1ccc(N2CCOCC2)cc1)C1(S(=O)(=O)c2ccccc2)CC1,-3,6,-1,0,0,3,1,3,1
O=C(c1cc(-c2ccccc2)nc2ccccc12)N1CCN(c2ccccn2)CC1,1,19,-4,11,-35,5,1,14,10
O=C(CN1C(=O)C2CCCCC2C1=O)Nc1nc(-c2ccccn2)cs1 (centres undefined),-4,4,0,3,-1,-2,7,4,-2
CCN(C[C@H]1N[C@@](C)(C(=O)OC)[C@H]2C(=O)N(C)C(=O)[C@@H]12)C(=O)Nc1ccccc1,-2,3,0,0,1,-9,10,-10,-8
CCn1c(CN2CCN(c3ccc(OC)cc3)CC2)nc2cc(S(=O)(=O)N(C)C)ccc21,-1,8,4,4,-4,0,5,6,-5

Profiles as entered above. Order of values: CHRM1 agonist	TAAR1 agonist	CHRM5 agonist	M4 ag	M5 PAM	M4 antag	CHRM1 PAM	M5 antag	CHRM1 antagonist
CCOC(=O)[C@@H]1[C@H]2COc3cc(OC)ccc3[C@@H]2N2C(=O)N(c3ccccc3)C(=O)[C@@]12C is entered as -4	3	-2	2	1	0	8	15	-3
O=C(NCCC1=CCCCC1)c1coc(=O)c(Br)c1 is entered as -2	62*	-9	0	4	-2	6	-1	-6

The results go on.
compound,CHRM1 agonist,TAAR1 agonist,CHRM5 agonist,M4 ag,M5 PAM,M4 antag,CHRM1 PAM,M5 antag,CHRM1 antagonist
Cc1ccc(C(=O)N(CC(=O)NC2CCCC2)c2ccc(F)cc2)s1,-2,-1,-2,0,-2,5,10,11,-11
CCN(CC)c1ccc(/C=C(\C#N)C(N)=S)cc1,0,8,0,3,-3,3,8,12,-6
COCCCNC(=O)c1ccc2sc([C@@H]3O[C@H](CO)[C@H](O)[C@H](O)[C@H]3O)nc2c1,6,1,0,0,-5,0,11,18,-13
O=C(OCC(=O)N1CCN(C(=O)c2ccco2)CC1)c1cccc(F)c1,0,9,5,0,4,-2,9,-2,-14
CNC(=S)N/N=C(\C)c1ccc2c(c1)OCCO2,-8,-1,-4,0,2,3,8,3,-1
C=CCn1c(C)cc(C)c(C#N)c1=O,-6,5,1,0,3,-6,10,-1,1
CCOC(=O)CNC(=O)Nc1cc(C(C)(C)C)nn1-c1ccccc1,-3,10,0,0,2,-1,8,0,-9
CC(=O)c1ccc(N2CCN(C(=O)c3cccs3)CC2)c(F)c1,-2,3,-6,6,-4,0,11,8,-18
O=C(O)CCCC(=O)Nc1ccccc1-n1ccnc1,2,3,1,0,5,2,12,-4,-19
O=c1oc(-c2ccccc2NS(=O)(=O)c2ccccc2)nc2ccccc12,-4,12,-1,0,-3,17,-1,8,3

Compound activity: PubChem BioAssay, The Scripps Research Institute Molecular Screening Center
